SIAE inh – human SIAE inhibitors, primary screen, biochemical, fluorescence polarization, FP-Rh probe, 1536-well HTS; Sialate O-acetylesterase (Homo sapiens), Q9HAT2; hit rate 0.69% among 370,000; SIAE FP-Rh probe binding; inhibition, % at 9.66 µM; AID 1053197, 2014;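 active means inhibition above a cutoff: mean of compounds within the control limits plus 3 SD of those, cut at about 17% in these data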;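 further: 0% = plate median of compound wells and 100% = probe without SIAE protein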
Target sequence (Q9HAT2 whole entry, looked up): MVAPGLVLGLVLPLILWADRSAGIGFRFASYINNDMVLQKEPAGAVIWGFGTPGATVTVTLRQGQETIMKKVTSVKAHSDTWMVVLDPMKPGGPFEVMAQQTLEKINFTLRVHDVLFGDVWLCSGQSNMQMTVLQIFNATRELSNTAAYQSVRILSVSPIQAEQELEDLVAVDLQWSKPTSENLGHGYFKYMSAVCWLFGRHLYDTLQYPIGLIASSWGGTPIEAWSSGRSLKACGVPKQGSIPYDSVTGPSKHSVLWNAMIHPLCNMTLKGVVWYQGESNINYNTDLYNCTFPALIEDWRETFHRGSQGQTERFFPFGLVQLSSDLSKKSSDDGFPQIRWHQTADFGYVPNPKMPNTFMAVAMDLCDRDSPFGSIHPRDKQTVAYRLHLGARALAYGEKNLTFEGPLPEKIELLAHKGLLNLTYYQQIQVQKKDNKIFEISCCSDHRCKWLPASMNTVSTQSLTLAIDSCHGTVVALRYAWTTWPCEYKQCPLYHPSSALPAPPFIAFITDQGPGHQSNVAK
TCR-CD3 inh – inhibitors of human TCR-CD3 interaction, primary screen, biochemical, fluorescence, TAMRA-labeled TCR probe; AID 651800, 2012; inhibition, % at 9.4 µM; hit rate 0.37% among 360,000; in the data active means inhibition above about 19%;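 further: recombinant mutant TCR 2C K166C tagged with TAMRA read by polarization; 0% = receptor in buffer alone and 100% = receptor with positive control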
mABHD4 FP – ABHD4 inhibitors, primary screen, biochemical, fluorescence polarization, mouse; (Lyso)-N-acylphosphatidylethanolamine lipase (Mus musculus), Q8VD66; purified mABHD4, FP-Rh probe fluorescence polarization; inhibition, % at 8.92 µM; hit rate 0.54% among 370,000; AID 720543, 2013;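 active means inhibition exceeding the mean over every tested compound plus 3 SD, cut at about 30% in these data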;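 further: 0% = plate median of compound wells and 100% = S159A mutant with DMSO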
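Material: mouse ABHD4 enzyme, wild type; Benchmarks: S159A mutant high control, sample median low control; Buffer or medium: HEPES pH 7.0, NaCl, Pluronic buffer; Signal: fluorescence polarization; Read-out: percent inhibition of probe binding, normalized to plate controls; Timing: pre-incubation 45 min, probe exposure 60 min, at 25 °C; Dosing: 8.92 µM, single dose.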
rCAG binder – binders of r(CAG) RNA repeats, primary screen, biochemical, fluorescence | r(CAG) RNA repeat, TO-PRO-1 dye displacement fluorescence | AID 651821, 2012 | hit rate 1.3% among 370,000 | inhibition, % at 3 µM;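 active means inhibition above the plate cutoff, the mean of all test compounds on that plate plus 3 SD, cut at about 35% in these data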;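 further: 0% = DMSO alone and 100% = 100 µM mitoxantrone as full dye displacement; higher means more dye released from RNA so lower well fluorescence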
MBD2 inh – inhibitors of MBD2 binding to methylated DNA, primary screen, biochemical, TR-FRET, DNA-binding domain, human. Methyl-CpG-binding domain protein 2 (Homo sapiens), Q9UBB5. MBD2 binding to methylated oligonucleotide. inhibition, % at 4.4 µM. hit rate 0.31% among 370,000; in the data active means inhibition above about 13%
HTRA1 inh – HTRA1 serine protease inhibitors, primary screen, biochemical, fluorescence polarization, HTS | hit rate 0.5% among 340,000 | AID 504803, 2011 | inhibition, % at 5.96 µM | recombinant HTRA1, FP-rhodamine activity-based probe | Q92743; in the data active means inhibition above about 36%;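 further: 0% = enzyme with DMSO and 100% = wells lacking enzyme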
Target sequence (Q92743 whole entry, looked up): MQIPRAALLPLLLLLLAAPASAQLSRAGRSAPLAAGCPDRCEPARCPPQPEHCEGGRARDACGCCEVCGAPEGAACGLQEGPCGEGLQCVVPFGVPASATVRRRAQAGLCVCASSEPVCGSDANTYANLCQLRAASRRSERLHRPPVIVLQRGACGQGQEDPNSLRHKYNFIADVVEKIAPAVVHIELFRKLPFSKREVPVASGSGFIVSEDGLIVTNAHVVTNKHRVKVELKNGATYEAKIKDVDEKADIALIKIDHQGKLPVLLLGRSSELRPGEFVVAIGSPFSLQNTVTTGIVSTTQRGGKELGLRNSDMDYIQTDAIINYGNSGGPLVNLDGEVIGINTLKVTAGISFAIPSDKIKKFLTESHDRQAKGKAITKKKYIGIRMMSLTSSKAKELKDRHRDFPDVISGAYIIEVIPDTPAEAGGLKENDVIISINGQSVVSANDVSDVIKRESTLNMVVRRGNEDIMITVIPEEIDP
PRMT1 FP inh – PRMT1 methyltransferase inhibitors, primary screen, biochemical, fluorescence polarization; recombinant PRMT1, activity-based probe fluorescence polarization; inhibition, % at 2.79 µM; AID 652257, 2013; hit rate 1.3% among 370,000;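 active means inhibition above about 21% made by adding two undisclosed values, limit read from the data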
TDP2 inh – human TDP2 enzyme inhibitors, primary screen, biochemical, epi absorbance, recombinant enzyme. T5PNP hydrolysis, p-nitrophenol absorbance 415 nm. Tyrosyl-DNA phosphodiesterase 2 (Homo sapiens), O95551. inhibition, % at 12.8 µM. AID 720702, 2013. hit rate 0.34% among 370,000;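 active means inhibition above the mean of all tested compounds plus 3 SD, set per campaign, cut at about 25% in these data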;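 further: 0% = DMSO with enzyme and 100% = buffer with substrate but no TDP2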
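Assay system: recombinant human TDP2 / Reagent: T5PNP substrate at 5 mM, a TopII-DNA adduct mimic / Measured by: epi absorbance from released p-nitrophenol / Evaluation: % inhibition relative to enzyme-containing and enzyme-free wells / Control set: enzyme-free and DMSO wells / Replicates: each compound tested once, singlicate / Schedule: enzyme reaction with compound for 2 h at 37 °C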
NPR2 activator – human GC-B receptor activators, primary screen, HEK293 GC-B cells, cGMP TR-FRET, EC30 CNP. activation, % at 10 µM. hit rate 0.11% among 370,000. 0% at EC30 CNP, 100% saturating CNP. AID 1920062, 2024;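 active means activation at 10 µM reaching about 35% in either raw or pattern-adjusted values, limit read from the data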
LEDGF integ inh – blockers of LEDGF/p75-dependent integrase strand transfer – biochemical, TR-FRET, high throughput, primary screen | HIV-1 integrase (with human LEDGF/p75) | TR-FRET IN-LEDGF/p75 DNA integration, Eu/Cy5 | inhibition, % at 3.7 µM | hit rate 0.64% among 370,000 | AID 743269, 2014;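 active means inhibition above the screen-wide mean plus 3 SD, cut at about 13% in these data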;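 further: signal is the Cy5 over europium emission ratio at 671 and 618 nm; 0% = plate median of compound wells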
Starred values were filed as active, the others as inactive; nt = not tested or not shown; & = joins results of further samples. Not all compounds are listed (hit frequency here may not be typical).

SMILES	SIAE inh	TCR-CD3 inh	mABHD4 FP	rCAG binder	MBD2 inh	HTRA1 inh	PRMT1 FP inh	TDP2 inh	NPR2 activator	LEDGF integ inh
CCN(C[C@H]1N[C@@](CC)(C(=O)OC)[C@H]2C(=O)N(C)C(=O)[C@@H]12)C(=O)C1CCCCC1	2	8	2	0	0	2	2	-4	-2	-1
O=C(Nc1cc(S(=O)(=O)N2CCCCC2)ccc1Cl)c1ccncc1	1	-4	5	2	4	-2	2	5	-4	0
CC1(C)SCC(C(=O)O)NC1=O (stereo unspecified)	-1	-7	-6	-2	0	2	3	-3	3	-1
COc1cc(S(=O)(=O)Nc2ccccc2N2CCCCC2)ccc1NC(C)=O	11	3	-2	5	-2	4	3	-5	-3	-7
COc1ccc(Cl)cc1NC(=O)CN(C)C(=O)c1sccc1-c1ccccc1	-1	3	1	4	-4	-25	2	2	-8	-2
Cc1nc2ccccc2n1CC(O)COc1ccccc1Cl (stereo unspecified)	-3	1	-3	-4	1	-5	1	-15	4	-9
O=C(c1ccccc1)N1CCCN(c2nccc(C(F)(F)F)n2)CC1	10	-7	3	-8	-1	1	-3	13	-7	-5
Cc1cccc(NC(=O)C[n+]2cccc(C)c2)c1	0	-1	-1	-2	-1	7	3	6	2	-3
Cc1ccc(S(=O)(=O)/C(C#N)=C/c2c(N3CCN(Cc4ccccc4)CC3)nc3ccccn3c2=O)cc1	-13	2	-15	9	6	-33	4	-11	-3	-3
O=C(NCC1CCCO1)C1c2ccccc2Oc2ccccc21 (stereo unspecified)	-2	7	1	-5	-1	1	-2	-6	0	1
Cc1ccc2c(c1)c1c(c(=O)n(-c3ccccc3)c(=O)n1CC(=O)NCC1CCCO1)n2C (stereo unspecified)	-1	5	6	-4	-1	3	-1	-2	-5	0
COCCn1ccc(O)c(Cc2ccc(Cl)cc2)c1=O	3	1	0	0	1	-8	-2	-2	2	-1
Cc1nnc(Cn2cnc3c2c(=O)n(C)c(=O)n3C)o1	-6	5	5	1	-2	7	-8	-15	4	-2
CCOC(=O)c1c(NC(=O)c2ccccc2C(=O)O)sc2c1CCCC2	-11	1	-6	55*	6	-2	7	-21	-5	1
CC1(c2nnnn2Cc2ccccc2)CCC(=O)N1Cc1cccnc1 (stereo unspecified)	-4	-1	-2	1	1	nt	-1	5	-1	-1
CCn1cc(NC(=O)Nc2ccccc2C(=O)OC)c(C(N)=O)n1	-20	6	-6	7	1	3	-3	-11	3	6
CC(C)C(NC(=O)CSCc1ccc([N+](=O)[O-])cc1)C(C)C	-7	-1	-3	-4	-3	-6	-2	9	-1	2
CN1C(=O)OC2(C)CCc3ccccc3C12C (stereo unspecified)	-2	8	-2	0	-3	4	-2	-16	1	0
O=C(COc1ccc(Br)cc1)N(Cc1ccco1)C1CCS(=O)(=O)C1 (stereo unspecified)	1	5	-2	-5	4	6	-3	0	-3	2
CCCCNC(=O)C1(C)CCCCN1Cc1ccc2ccccc2c1 (stereo unspecified)	10	-4	0	-2	2	nt	-2	0	-5	-3
CC(C)C(NS(=O)(=O)/C=C/c1ccccc1)C(=O)NCc1ccc(F)cc1 (stereo unspecified)	7	3	-5	2	-3	-11	-6	-8	1	-1
Cc1ccc(-n2ncc3c2CC(C)(C)CC3NC(=O)Cc2c(C)noc2C)cc1 (stereo unspecified)	-2	-3	-1	-9	-2	-5	2	6	-1	-2
COC(=O)C(NC(=O)c1ccccc1)(Nc1nc(C)cs1)C(F)(F)F (stereo unspecified)	2	9	2	-6	-3	2	-4	-4	-5	0
Oc1ccc(/C=N/Nc2ccc(C(F)(F)F)cn2)cc1O	-4	-5	36*	17	-1	nt	8	-18	-7	-2
CC(=O)Nc1ccc2c(c1)nc1n2CCN(C(C)c2ccccc2)C1 (stereo unspecified)	3	1	-1	2	3	7	3	8	-3	0
O=C(O)C(c1ccccc1)C(O)c1ccc2c(c1)OCO2 (stereo unspecified)	-2	4	4	3	5	-1	-4	1	-3	-2
COc1ccccc1C(=O)c1cc2ccc(O)cc2oc1=O	3	-10	-4	2	0	-3	-1	-10	0	2
CCOc1ccsc1C(=O)OC	-3	-2	-1	0	2	10	-1	6	4	0
O=C(N/N=C/c1cccnc1)c1cccc(S(=O)(=O)N2CCCC2)c1	-4	7	0	-3	-4	-3	-3	12	1	1
O=C(c1ccccc1)c1ccc(OCC(=O)N2CCOCC2)cc1	-3	3	-2	-5	-5	3	-4	3	-3	1
Oc1ccccc1C=NC(c1ccccc1)C(O)c1ccccc1 (stereo unspecified)	1	-3	-8	0	1	4	-1	-11	-3	1
CCc1cccc(C)c1NC(=S)NCC1CCN(c2ccc(OC)cc2)C1 (stereo unspecified)	11	2	4	-2	-2	17	2	2	-22	0
CCc1ccc(OCc2ccc(C(=O)NCc3ccccn3)o2)cc1	3	-4	-1	-2	0	-2	3	-5	-7	1
CC1=CN2C(=N)/C(=C\c3cn(CCCOc4ccccc4)c4ccccc34)C(=O)N=C2S1	1	5	-3	4	1	-6	-2	13	4	-3
Cc1ccccc1-n1c(Cc2cccs2)n[nH]c1=S	-1	5	8	3	-6	2	0	-2	0	0
O=C(Cc1ccccc1)NCC(=O)Nc1cccc(Br)c1	-12	2	-2	-2	1	2	2	7	1	-1
Cc1cccc(NC(=O)c2ccccc2OCC(=O)c2ccc(F)cc2)c1	6	2	8	2	1	-15	-1	-3	-5	4
O=C(CN1C(=O)NC2(CCc3ccccc32)C1=O)Nc1ccccc1C(F)(F)F (stereo unspecified)	-4	-5	0	4	0	0	0	-4	0	0
[N-]=[N+]=NCCN1CCN(CCc2ccccc2)CCC1=O	3	9	2	-5	0	3	0	-4	-4	-2
Cc1ccc([N+](=O)[O-])cc1CN1CCN(c2ncc(Cc3ccccc3)cn2)CC1	-2	-2	-8	4	-3	nt	-3	-9	-3	6
COc1ccc(-n2cnc3c(cnn3CCC#N)c2=N)cc1	4	0	2	-1	-3	-3	0	-8	0	3
Cc1noc(C)c1COc1ccccc1C(=O)NCc1ccco1	-14	6	-11	0	-2	3	-2	-18	0	2
CC1CN(CCn2cnc3c(N)ncnc32)CC(C)O1 (stereo unspecified)	-2	-10	0	-1	2	1	6	1	-1	-3
O=C(Nc1ccc(F)cc1)Nc1c(-c2ccc(F)cc2)nc2ncccn12	-1	nt	1	7	3	nt	0	-11	7	-4
CCCCCCCCNS(=O)(=O)CCNCCc1ccccc1	0	1	7	0	2	-14	-2	-4	-4	-1
Cn1c(C(=O)NCc2ccccn2)cc2c(=O)n3ccccc3nc21	1	5	2	0	-3	-1	1	3	3	0
COc1ccccc1CNC(=O)C1CCC(CNS(=O)(=O)c2cccc3cccnc23)CC1 (stereo unspecified)	3	9	8	-2	2	-3	1	6	2	-2
COc1ccc(Br)c(C(=O)NCCC(C)C)c1	8	6	-3	1	2	2	-2	-8	3	1
O=C(O)c1ccc(NC(=O)c2cccc(C(=O)Nc3ccc(C(=O)O)cc3)c2)cc1	0	-1	-6	0	-3	6	-1	-27	2	4
Cc1cccc(C(=O)N[C@H](C(=O)Nc2nccs2)C(C)C)c1	-11	-1	-2	-1	5	-1	1	-6	-6	-3
CCCN(C(=O)c1cccc(S(=O)(=O)N2CCN(C)CC2)c1)c1c(N)n(Cc2ccccc2)c(=O)[nH]c1=O	-1	-2	-12	-3	9	-5	5	2	9	-5
Cc1ccc(-c2cn(-c3ccccc3)c3[n+]2CCCS3)cc1	7&-2	3&6	3&5	3&2	-7&-4	-4&3	0&-2	11&8	7&-1	-2&1
Cc1cc(C)c(C)c(OCC(=O)NCCN(C)C)c1	2	9	-3	1	4	-1	-2	-12	-1	0
CCC1CCCCN1CCCn1c(=S)[nH]c2ccccc2c1=O (stereo unspecified)	12	0	-3	2	6	2	-3	10	4	-1
COc1cc(C(=O)NC(=S)Nc2nc(-c3ccc(F)cc3)cs2)cc(OC)c1OC	-2	-2	-1	-2	-5	-4	2	1	-2	-3
COC(=O)Nc1ccc(SCC(=O)c2cccc([N+](=O)[O-])c2)cc1	8	-3	-12	8	-1	-7	69*	8	-1	-5
Cc1ccc(OCC(=O)N2CCN(C(=O)Cc3ccccc3)CC2)cc1	3	3	7	-5	-4	3	-1	3	4	0
CCN(CC(=O)Nc1ccc(OC)cc1)C(=O)c1ccc2c(c1)NC(=O)CS2	0	8	2	2	2	-4	0	7	-4	0
O=C(CN1CCN(c2ccccc2O)CC1)NC(=O)NCc1ccccc1	3	0	7	2	2	5	-1	-1	6	-4
CCOC(=O)N1CCN(C(=O)CN2C(=O)NC(C)(c3ccc4ccccc4c3)C2=O)CC1 (stereo unspecified)	-8	-4	6	0	3	15	2	3	9	-1
Further results:
SMILES	SIAE inh	TCR-CD3 inh	mABHD4 FP	rCAG binder	MBD2 inh	HTRA1 inh	PRMT1 FP inh	TDP2 inh	NPR2 activator	LEDGF integ inh
COC(=O)Cn1c(CN2CCN(C(=O)c3ccco3)CC2)nc2c1c(=O)n(C)c(=O)n2C	10	4	-3	1	-3	1	0	15	1	1
N#Cc1cccc(NC(=O)COC(=O)c2cc(S(=O)(=O)Nc3ccccc3Cl)ccc2O)c1	-16	3	-6	52*	-3	-15	-2	6	1	0
CCCC1=NN(c2ccc([N+](=O)[O-])cc2)C(=O)/C1=C/N(C)C	4	-7	2	2	2	-2	-1	4	0	2
COc1ccc(C)cc1-n1ccn(CC(=O)Nc2ccc(Br)cc2F)c(=O)c1=O	0	-2	-7	1	-2	3	-1	0	-1	-5
NC(=NCCc1c[nH]c2ccccc12)NC(=O)c1ccc(F)cc1	9	-2	-3	0	3	-2	-5	-19	-12	2
Oc1ccc(Cl)cc1CNn1cnnc1	5	-4	2	-2	4	1	-1	0	4	-6

2 of the compounds above, with each value named.
CCCC1=NN(c2ccc([N+](=O)[O-])cc2)C(=O)/C1=C/N(C)C
  SIAE inh: 4	TCR-CD3 inh: -7	mABHD4 FP: 2	rCAG binder: 2	MBD2 inh: 2	HTRA1 inh: -2	PRMT1 FP inh: -1	TDP2 inh: 4	NPR2 activator: 0	LEDGF integ inh: 2
COC(=O)Cn1c(CN2CCN(C(=O)c3ccco3)CC2)nc2c1c(=O)n(C)c(=O)n2C
  SIAE inh: 10	TCR-CD3 inh: 4	mABHD4 FP: -3	rCAG binder: 1	MBD2 inh: -3	HTRA1 inh: 1	PRMT1 FP inh: 0	TDP2 inh: 15	NPR2 activator: 1	LEDGF integ inh: 1
